Screens deposited in PubChem BioAssay by several laboratories.
TNAP activators = stimulation of alkaline phosphatase TNAP activity – biochemical, luminescent, no phosphate acceptor, uHTS, primary screen (AID 1001) | 0.03% of 200,000 active | one-dose activation fold at 20 µM; EC50 in µM for titrated hits | purified TNAP, luminescent activation assay, no phosphate acceptor; higher activation fold means a stronger effect; in the data active = activation fold from about 3, or a potency from the dose series; inactive = the rest, 99 in 100 with activation fold below about 1.6; also: many of its hits are not listed in these tables
Ins promoter up = MIN6 insulin promoter up-regulation | z-score at 5 µM | MIN6 insulin promoter-GFP reporter, high-content imaging; stronger effect = higher value | 0.3% of 190,000 active | AID 1625;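 active = z-score above 3 at 5 µM with at least 500 cells counted in the well; inconclusive = wells under 500 cells, flagged as cytotoxic or low count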
PMI inhibitors = inhibitors of human PMI, primary screen, biochemical, fluorescence intensity, coupled assay (AID 1209) | purified PMI enzyme, coupled fluorescence intensity; higher % means a stronger effect | 0.42% of 190,000 active | inhibition, % at 20 µM; hits with a dose series show IC50 in µM;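 also: plate controls were DMSO vehicle for no effect and wells lacking substrate for full effect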
MT stabilizer = microtubule stabilization, imaging screen; HeLa tubulin immunostaining HCS, 24 h; share of cells brighter than vehicle mean+2SD; % tubulin-high responders, % at 10 µM; 0.83% of 200,000 active;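 active = plate Z-score above 3 for both tubulin-high and condensed-nucleus cell shares, with cell loss under 80%, at 10 µM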;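 also: anti alpha tubulin signal scored within the nucleus-defined area of each cell; some results filed as inactive read as strong as hits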
Autophagy mod = alters autophagy in cells; MEF GFP-LC3 puncta imaging; test concentration mostly 10 µM; 0.98% of 190,000 active; calls only at 10 µM (by protocol); AID 463193;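 active = percentage of spot-positive cells more than 3 SD above its plate mean, without a fluorescence outlier flag or 80% toxicity; inconclusive = no clear call, values can overlap the other calls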;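 also: spot-positive cell cutoff set from DMSO-treated cells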
Hep lipid drop = hepatic lipid droplet formation modulation; AML12 mouse hepatocytes, oleate lipid droplets, BODIPY imaging; inhibition, % at 6.5 µM; 0.4% of 240,000 active; AID 1656;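 active = lipid droplet intensity inhibited by at least 50%, with more than 500 cells counted; inconclusive = wells with under 300 cells, treated as cytotoxic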
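Material – AML12 mouse liver cells · Also added – oleate loading, 100 µM · Compound dosing – 6.5 µM single-point dosing · Times – overnight treatment with compound plus oleate · Measured by – fluorescence imaging, 20x objective, two fields per well · Read-out – percent inhibition of filter-corrected integrated lipid droplet intensity per well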
b-catenin transl = modulators of beta-catenin nuclear translocation; HeLa beta-catenin nuclear translocation, immunofluorescence imaging; nuclear translocation activity, % at 5 µM; 0.3% of 190,000 active; AID 1665;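 active = nuclear translocation activity above 50% at 5 µM, with a well cell count of 50 or more; inconclusive = wells under 50 cells across six images, flagged as toxic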;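 also: per-cell ratio of nuclear to cytoplasmic median beta-catenin stain intensity; plate controls were DMSO negative control for no effect and GSK-3 inhibitor IX positive control for full effect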
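Test system: human HeLa cell line; Doses: 5 µM primary, 0.02–20 µM confirmation; Incubation: 24 h compound exposure, 37°C; Detection: beta-catenin immunofluorescence imaging with DAPI; Read-out: beta-catenin nuclear/cytoplasmic ratio, % activation.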
T cell modulator = T cell immune modulators affecting CD8 T cell-vesicle binding. calls only at 7 µM. 2C CD8+ T cell-vesicle binding, flow cytometry; stronger effect = lower value. 0.068% of 330,000 active;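 active = response, share of CD8 T cells binding vesicles, and their 90th percentile fluorescence all below set limits, cut at about 80% in these data, passing the limit was not always enough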
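Benchmarks: naked versus QL9-loaded vesicles / Assay system: purified 2C TCR transgenic mouse naive CD8+ T cells / Technique: high-throughput flow cytometry with anti-B7-1 and anti-CD8 staining / Timing: Cell–vesicle co-incubation 1.5 h at 37 °C, staining 20 min on ice / Read-out: percent CD8+ FL2 mean versus row control / Probe or stimulus: QL9-loaded Drosophila micro-vesicles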
human PMI inhibitors = human PMI inhibitors, high substrate, primary screen, biochemical, fluorescence intensity, high mannose 6-phosphate (AID 1220) | recombinant PMI enzyme, coupled fluorescence intensity; higher % means a stronger effect | 0.66% of 190,000 active | one-dose inhibition, % at 20 µM; IC50 in µM for titrated hits
Ins promoter up cell count = also measured in Ins promoter up; calls as there; cell count; measured here: cytotoxicity, nuclei count;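 total cells summed across four imaged fields per well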
Hep lipid drop cells 6.5 µM = further read-out of Hep lipid drop, marked with its call; cell count; measured here: cell count, cytotoxicity flag;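 cells counted across two imaged fields per well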
b-catenin transl cell count 5 µM = second read-out of b-catenin transl, no call of its own (marks repeat the call); cell count; measured here: cell count, cytotoxicity flag
T cell modulator vesicle-bound % = also measured in T cell modulator; calls as there; double positive events, %; measured here: CD8+ vesicle-bound cell fraction;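 binding gate set so that unloaded-vesicle control wells show 10% double positive cells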
MT stabilizer Hoechst-high % = second read-out of MT stabilizer, no call of its own (marks repeat the call); % Hoechst-high responders; measured here: nuclear condensation Hoechst responders;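 share of cells brighter than vehicle mean plus two SD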
MT stabilizer cytotoxicity % = second read-out of MT stabilizer, no call of its own (marks repeat the call); toxicity, %; measured here: cytotoxicity by cell density;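 0% = mean cell density of plate MIN control wells and 100% = no cells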
Autophagy mod cell loss 18 h = also measured in Autophagy mod; calls as there; toxicity, %; measured here: cell loss, nuclei count;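 cell loss after 18 h compound exposure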
* marks the source's active call; other numbers are inactive results; i = inactive; ? = inconclusive; . = no result given; + = active, no number. Rule as the data show it, unless noted: active = inhibition above about 50%; inactive = the rest.

SMILES | TNAP activators | Ins promoter up | Ins promoter up cell count | PMI inhibitors | MT stabilizer | MT stabilizer Hoechst-high % | MT stabilizer cytotoxicity % | Autophagy mod | Autophagy mod cell loss 18 h | Hep lipid drop | Hep lipid drop cells 6.5 µM | b-catenin transl | b-catenin transl cell count 5 µM | T cell modulator | T cell modulator vesicle-bound % | human PMI inhibitors
O=C(CSc1ccc2nnc(-c3cccnc3)n2n1)c1ccccc1 | 1.1 | -0.76 | 1283 | -21% | 3.7 | 1.4 | 5.7 | i | 3 | 0 | 662 | 0.7 | 1088 | i | 31 | -15%
CCOC(=O)c1ccc(NC(=O)c2cccc(S(=O)(=O)N3CCOCC3)c2)cc1 | 1.2 | -0.47 | 1161 | -16% | 4.3 | 2.3 | 10 | i | -3 | . | . | -1.8 | 1085 | i | 47 | 12%
O=C(CCc1nc(-c2ccccc2F)no1)NCCN1CCc2ccccc2C1 | 1.1 | -1.3 | 1258 | -17% | 2.4 | 1.3 | 6.0 | i | -6 | . | . | -5.7 | 1000 | i | 24 | -6%
COC(=O)c1nn(-c2ccc(OC)cc2)c(=O)c2c(N)sc(C)c12 | 1 | -0.12 | 1394 | 2% | 2.4 | 2.8 | 6.8 | i | 9 | 7 | 648 | -1.5 | 541 | i | 28 | 39%
CC(C)(C)C1CCc2c(C(=O)NNC(=O)CCCC(=O)O)csc2C1 (stereo not given) | 1.1 | 0.52 | 1480 | -6% | 5.5 | 2.2 | 6.2 | i | -11 | -10 | 702 | -1.9 | 541 | i | 36 | 2%
CCc1ccccc1NC(=S)NC1CC2CCC(C1)N2Cc1ccco1 (stereo not given) | 1.1 | -0.97 | 1702 | -1% | 0.9 | 1.3 | 8.4 | i | -1 | . | . | -0.3 | 1349 | i | 29 | -4%
Cc1cc(N2C(=O)C(O)=C(C(=O)c3cccs3)C2c2cccc(Br)c2)no1 (stereo not given) | . | -0.75 | 1324 | . | . | . | . | . | . | 9 | 720 | -2.6 | 1162 | i | 53 | .
COc1ccc(N2CC(O)(c3ccc(OC(F)F)cc3)[N+]3=C2CCCC3)cc1 (stereo not given) | 1.1 | -0.58 | 1185 | -11% | 2.0 | 1.6 | 4.1 | i | 22 | -2 | 683 | 0.2 | 1133 | i | 21 | -13%
CCOC(=O)c1sc(NS(=O)(=O)c2cc(C)ccc2C)nc1C | 1 | -1.2 | 975 | 4% | 4.3 | 2.5 | 5.4 | i | 5 | 2 | 773 | -1.3 | 1215 | i | 28 | 0%
CC(=NCc1ccc2c(c1)OCO2)C1=C(O)c2ccccc2C1=O | 1.1 | 0.07 | 1239 | 10% | 2.0 | 0.1 | 29 | i | -3 | -7 | 716 | -1.1 | 1093 | i | 23 | 7%
O=C(Nc1ccc2nn(-c3ccccc3)nc2c1)c1cccnc1 | 1 | -1.6 | 1381 | 6% | 2.2 | 1.8 | 5.5 | i | 8 | . | . | 2.6 | 983 | i | 43 | 0%
CCN1CCN(C(c2cccs2)C(C)NS(=O)(=O)c2ccccc2)CC1 (stereo not given) | 1.1 | 0.42 | 1226 | 5% | 2.6 | 2.0 | 7.1 | i | 4 | -3 | 763 | -0.2 | 1086 | i | 21 | 9%
CCC(=O)c1ccc(OCC(=O)N2CCc3cc(OC)c(OC)cc3C2)cc1 | 1.1 | . | . | 6% | 3.2 | 1.6 | 6.6 | i | 5 | -14 | 668 | . | . | i | 63 | -2%
Cc1nn(C)cc1CNC(=O)COc1ccc(Cl)cc1Cl | 1.1 | -0.66 | 1071 | 4% | 2.5 | 2.8 | 3.0 | i | -2 | -2 | 764 | 4.3 | 1251 | i | 47 | 7%
Cc1csc(NC(=O)C2CCC(C)(C(=O)O)C2(C)C)n1 (stereo not given) | 1.1 | -0.03 | 1552 | -2% | 3.8 | 2.0 | 6.1 | i | 12 | . | . | -0.4 | 779 | i | 32 | -3%
c1ccc(Cn2c(-c3ccccc3)nc3nc4ccccc4nc32)cc1 | 1.1 | -0.77 | 1543 | 4% | 2.2 | 1.1 | 5.7 | i | -11 | 2 | 677 | -2.1 | 964 | i | 23 | 4%
Clc1nc(Oc2ccccc2)nc(-c2cn(-c3ccccc3)c3ccccc23)n1 | . | 0.34 | 1132 | . | . | . | . | . | . | 2 | 773 | 1.0 | 1234 | i | 35 | .
Nc1nonc1C(=O)NCCNCc1ccccc1 | 1 | 0.24 | 947 | 2% | 1.6 | 1.8 | 4.5 | i | -11 | -1 | 719 | 0.7 | 1189 | i | 39 | 0%
CCCCCCCCNC(=O)/C(C#N)=C/c1ccc(SC)cc1 | 1 | -0.09 | 1094 | 13% | 3.3 | 2.5 | 8.5 | i | 2 | -11 | 650 | 0.7 | 474 | i | 42 | 16%
COc1ccc(-c2nc(=S)c3ccc4ccccc4c3[nH]2)cc1 | 1 | 0.49 | 849 | -70% | 0.4 | 3.0 | 9.1 | i | -9 | -5 | 676 | -2.1 | 1115 | . | . | -132%

Next part; it opens with the 2 that closed the last part.
SMILES | TNAP activators | Ins promoter up | Ins promoter up cell count | PMI inhibitors | MT stabilizer | MT stabilizer Hoechst-high % | MT stabilizer cytotoxicity % | Autophagy mod | Autophagy mod cell loss 18 h | Hep lipid drop | Hep lipid drop cells 6.5 µM | b-catenin transl | b-catenin transl cell count 5 µM | T cell modulator | T cell modulator vesicle-bound % | human PMI inhibitors
CCCCCCCCNC(=O)/C(C#N)=C/c1ccc(SC)cc1 | 1 | -0.09 | 1094 | 13% | 3.3 | 2.5 | 8.5 | i | 2 | -11 | 650 | 0.7 | 474 | i | 42 | 16%
COc1ccc(-c2nc(=S)c3ccc4ccccc4c3[nH]2)cc1 | 1 | 0.49 | 849 | -70% | 0.4 | 3.0 | 9.1 | i | -9 | -5 | 676 | -2.1 | 1115 | . | . | -132%
CC(C)(C)/C=N/NC(=O)C1CC1 | . | -0.21 | 962 | . | . | . | . | . | . | 5 | 785 | -1.0 | 1310 | i | 56 | .
c1ccc2c(NCCCN3CCOCC3)c3ccccc3nc2c1 | 1.1 | -0.8 | 1078 | 9% | 34* | 46* | 59* | + | 22* | -43 | 578 | 1.0 | 664 | i | 36 | 9%
Cc1ccc(S(=O)(=O)ON2C(=O)c3ccccc3C2=O)c(C)c1 | 1.1 | 0.28 | 1437 | -3% | 4.6 | 2.0 | 5.2 | i | -2 | 6 | 673 | 1.1 | 1072 | i | 29 | -19%
Cc1cc(C)n(-c2nc(-c3cccc(Cl)c3)cs2)n1 | 1.1 | 0.19 | 1079 | 6% | 7.6 | 2.4 | 2.3 | i | 17 | . | . | 0.7 | 1123 | i | 52 | 7%
Cc1cc(C)nc(N(C#N)Cc2ccccc2Cl)n1 | 1.1 | -0.12 | 1009 | 6% | 4.7 | 3.3 | 9.8 | i | -9 | . | . | . | . | i | 38 | 4%
COc1ccc(CNC(=O)/C=C/c2ccc(OCCCF)cc2)cc1OC | 1.1 | . | . | -1% | 2.8 | 1.5 | 5.4 | i | -2 | . | . | . | . | i | 37 | -3%
CCCCCCn1c(NCC)nc2c1c(=O)n(C)c(=O)n2C | 1.1 | ? | . | -8% | 6.1 | 3.3 | 1.4 | i | 10 | . | . | -0.9 | 830 | i | 38 | -5%
CCNCC(O)COCC(O)CNCC (stereo not given) | 1.1 | 0.27 | 1326 | 9% | 4.1 | 1.9 | 8.1 | i | -5 | -8 | 645 | . | . | i | 47 | 6%
COc1ccccc1C(=O)Oc1ccccc1C(=O)Nc1ccccc1 | 1.1 | -0.78 | 1486 | 10% | 1.0 | 0.8 | 2.9 | i | 1 | -2 | 731 | 0.0 | 988 | i | 29 | 6%
O=c1[nH]c2cc(Br)cnc2nc1/C=C(\O)c1ccc(F)cc1 | 1.3 | 0.04 | 1513 | -8% | 2.0 | 1.6 | 8.0 | i | -32 | . | . | 0.5 | 1450 | i | 53 | -6%
Cc1c(CCO)c(=O)n(C)n1C(=O)c1ccc(Cl)cc1 | 1.1 | 0.02 | 1489 | 10% | 1.3 | 1.6 | 2.1 | i | 5 | . | . | 1.1 | 1357 | i | 19 | 9%
O=C(CCc1nnc(-c2ccc3c(c2)OCO3)o1)NC(c1cccnc1)C(F)(F)F (stereo not given) | 1 | 0.19 | 1561 | 11% | 1.4 | 1.7 | 5.5 | i | 0 | -1 | 705 | -1.7 | 1027 | i | 39 | 13%
Cc1cc(C)c(NC(=O)C(=O)NCc2ccco2)c(C)c1 | 1.1 | -0.29 | 1241 | 6% | 2.0 | 2.5 | 0.5 | i | 28 | -6 | 692 | -0.4 | 1029 | i | 48 | 12%
N[C@@H](Cc1ccc(O)cc1)c1nnc([C@H](CO)NC(=O)C2CCNCC2)o1 | 1 | 0.62 | 1320 | -14% | 3.2 | 1.3 | 1.8 | i | -68 | -2 | 719 | -1.4 | 1181 | . | . | 2%
Cc1cc(C(=O)N/N=C/c2ccc[nH]2)no1 | 1.1 | . | . | -41% | 2.0 | 1.1 | 6.0 | i | 17 | 13 | 501 | 0.2 | 841 | i | 18 | -16%
COC(=O)c1ccc(NC(=O)Nc2ccc(OC)cc2)cc1 | 1.1 | -0.02 | 1403 | 9% | 2.8 | 2.6 | 11 | i | -33 | 12 | 722 | -0.8 | 1508 | i | 41 | 22%
Brc1ccc2[nH]c3c(N4CCc5ccccc5C4)ncnc3c2c1 | 1.1 | -8.5 | 527 | 11% | 7.0 | 6.1 | 11 | i | 7 | -44 | 708 | 11 | 979 | i | 26 | 7%
O=C(Nc1ccc2ncccc2c1)c1ccccc1Cl | 1.1 | 0.72 | 1336 | 8% | 1.1 | 1.9 | 5.9 | i | -13 | -9 | 751 | -3.0 | 1082 | i | 56 | 9%
COc1ccccc1-c1cc(C(=O)N/N=C/c2sccc2C)c2ccccc2n1 | 1.1 | -0.11 | 1194 | 18% | 2.5 | 1.2 | 1.2 | i | -15 | . | . | 1.5 | 1477 | i | 1 | 14%
O=C(Nc1cccnc1)c1cc([N+](=O)[O-])ccc1Cl | . | -0.63 | 1195 | . | . | . | . | . | . | 4 | 753 | -0.7 | 1370 | i | 12 | .
